# Bioassay records deposited in PubChem BioAssay by National Center for Advancing Translational Sciences (NCATS).
# Nrf2 ARE act: qHTS of Nrf2 Activators. AREc32 ARE-luciferase reporter (MCF7-derived line), luminescence, 24 h. Potency, µM (top dose mostly 46.1 µM), for the others: at the highest dose activation, hits mostly activators. 0.31% of 410,000 active. AID 624171, 2012; further: potency means the concentration at half of the fitted maximal effect; % of control where 0% means no effect; nearly all actives have a fitted effect of over 65% in size
#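 ARE activation measured as luciferase luminescence (Steady-Glo, 30 min RT) in AREc32_Fluc cells after 24 hr compound exposure at 37 deg C, 5% CO2; cells seeded overnight at 1000/well in OPTI-MEM, 5% FBS.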
# HepG2 viability: qHTS for Inhibitors of TGF-b: Cytotox Counterscreen; HepG2 CAGA-GFP viability, ATP luminescence, 18 h; Potency, µM (top dose mostly 46.1 µM), without a hit: at the top dose activity change, negative = cytotoxicity, most hits filed as cytotoxic; 0.76% of 410,000 active; AID 588856, 2011; further: potency means the concentration at half of the fitted maximal effect; some results filed as inactive show a strong effect at the top dose
#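 HepG2 CAGA-GFP cells (1000/well, DMEM with 1% FBS) received compound, then TGF-beta at 500 pg/mL final, and were incubated 18 hours at 37 degrees C. Viability was read by CellTiter-Glo luminescence. Media-only wells were set as complete cell-killing and DMSO as no toxicity.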
# TGFb SMAD3 inh: qHTS for Inhibitors of TGF-b; Potency, µM (highest dose often 46.1 µM), inactives show top-dose activity, negative = inhibition, most hits filed as inhibitors; HepG2 CAGA-GFP TGF-b/SMAD3 reporter, GFP fluorescence, 18 h; TGF-beta stimulated, 500 pg/mL final; 1.2% of 410,000 active; further: potency means the concentration at half of the fitted maximal effect; on the % scale 0 is the no-effect control and ±100 the full control effect; nearly all actives have a fitted effect of over 65% in size
#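 Smad-responsive CAGA-GFP expression was quantified in HEPG2 cells exposed to compounds and 500 pg/mL final TGF-beta for 18 h at 37 degrees C; unstimulated wells defined full inhibition.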
# IL2 activator: qHTS of IL-2 Activators; activation, % (series mostly up to about 46 µM); 0.065% of 360,000 active; AID 652025, 2013; IL-2 activation reporter assay, cell-based qHTS; stimulated with anti-CD3/CD4/CD28 beads; in transgenic mouse T cells; in the data active means activation above about 50%; inconclusive means mostly about 30% to 49%; further: 0% is about no effect
#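 Unstimulated transgenic mouse T cells preincubated 60 min with compound, then stimulated with anti-CD3/anti-CD4-coated beads plus anti-CD28 for 18 h at 37 degrees C. IL-2 response read as EGFP and DsRed fluorescence by plate cytometry.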
# S2 tox: Viability Counterscreen for Primary qHTS for Inhibitors of ATXN expression; 0.49% of 400,000 active; Potency, µM (doses to about 56.7 µM), most hits filed as cytotoxic; AID 651635, 2014; S2 cells (HEK-293 line with an ATXN2-luciferase reporter) viability, CellTiter-Fluor protease fluorescence, 24 h; further: potency means the concentration at half of the fitted maximal effect; nearly all actives have a fitted effect of over 40% in size
# Nrf2 inh: Nrf2 qHTS screen for inhibitors; A549 ARE-Fluc reporter, luciferase luminescence, 18-24 h; Potency, µM (series often up to 46 µM), for inactives: top-dose activity change, negative = inhibition, usual class: inhibitors; 2.1% of 360,000 active; AID 504444, 2011; further: potency means the concentration at half of the fitted maximal effect; on the % scale 0 is the no-effect control and ±100 the full control effect; nearly all actives have a fitted effect of over 60% in size
#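 Concentration-response testing used A549 ARE_Fluc cells at 5000 cells/well. Following an 18-24 h compound incubation, viability was read by fluorescence (Ex 405/Em 525) and luciferase output by luminescence.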
# A549 viability: Nrf2 qHTS screen for inhibitors: counterscreen for cytotoxicity; AID 504648, 2011; A549 ARE-Fluc cells, CellTiter-Fluor viability, 18-24 h; Potency, µM (titrated, usually from 46 µM), for inactives: top-dose activity change, negative = cytotoxicity, most hits filed as inhibitors; 0.16% of 390,000 active; further: potency means the concentration at half of the fitted maximal effect; on the % scale 0 is the no-effect control and ±100 the full control effect
#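 A549 ARE_Fluc cells in 5% FBS OPTI-MEM were exposed to compounds in concentration-response for 18-24 h at 37 deg C. Viability was read by CellTiter-Fluor fluorescence (Ex 405/Em 525) after 30 min, before the luciferase read.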
# EPAC2 ag: qHTS for Agonist of cAMP-regulated guanine nucleotide exchange factor 4 (EPAC2): primary screen. AID 720711, 2013. 0.079% of 360,000 active. Rap guanine nucleotide exchange factor 4 (Homo sapiens), Q8WZA2. Potency, µM (top dose mostly 154 µM), for the others: at the highest dose activation, actives largely listed as activators. EPAC2 activation, biochemical qHTS; response scale: 100% = 6.5 mM cAMP response; further: potency means the concentration at half of the fitted maximal effect; nearly all actives have a fitted effect of over 50% in size
# Target sequence (Q8WZA2 whole entry, looked up): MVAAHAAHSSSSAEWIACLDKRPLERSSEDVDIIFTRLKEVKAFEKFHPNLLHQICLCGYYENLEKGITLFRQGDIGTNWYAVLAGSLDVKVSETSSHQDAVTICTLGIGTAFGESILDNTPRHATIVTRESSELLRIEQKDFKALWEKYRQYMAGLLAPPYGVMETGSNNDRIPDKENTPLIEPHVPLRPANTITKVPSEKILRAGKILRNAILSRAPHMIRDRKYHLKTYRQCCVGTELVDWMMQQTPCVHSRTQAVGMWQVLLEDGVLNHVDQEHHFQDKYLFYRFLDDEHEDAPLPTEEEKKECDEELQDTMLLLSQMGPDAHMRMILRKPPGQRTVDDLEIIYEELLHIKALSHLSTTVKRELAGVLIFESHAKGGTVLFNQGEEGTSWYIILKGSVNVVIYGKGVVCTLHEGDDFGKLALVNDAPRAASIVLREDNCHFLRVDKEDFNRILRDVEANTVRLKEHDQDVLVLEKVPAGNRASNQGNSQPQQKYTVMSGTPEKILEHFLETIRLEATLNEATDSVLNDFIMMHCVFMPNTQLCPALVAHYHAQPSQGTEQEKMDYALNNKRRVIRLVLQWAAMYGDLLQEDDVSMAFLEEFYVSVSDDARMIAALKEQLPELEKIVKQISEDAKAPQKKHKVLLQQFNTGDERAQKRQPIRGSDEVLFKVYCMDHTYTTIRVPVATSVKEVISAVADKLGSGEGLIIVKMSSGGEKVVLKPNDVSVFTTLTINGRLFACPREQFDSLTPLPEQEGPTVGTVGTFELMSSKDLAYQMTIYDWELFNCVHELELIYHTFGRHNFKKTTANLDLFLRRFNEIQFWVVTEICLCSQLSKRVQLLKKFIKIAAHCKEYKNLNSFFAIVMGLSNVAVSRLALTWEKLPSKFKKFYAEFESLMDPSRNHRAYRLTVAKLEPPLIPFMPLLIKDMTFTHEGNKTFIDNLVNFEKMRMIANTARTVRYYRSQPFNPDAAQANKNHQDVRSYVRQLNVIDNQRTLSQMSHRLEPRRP
#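 Compounds were titrated in qHTS against a Rap1B-BODIPY-GDP (250 nM) complex with EPAC2 (100 nM) and GDP (50 uM). BODIPY-GDP release tracked at 480/540 nm over 30 min at room temperature, normalized to 6.5 mM cAMP.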
# ATXN2 expr inh: Primary qHTS for Inhibitors of ATXN expression; HEK-293 ATXN2-luciferase reporter, luminescence, 24 h; Potency, µM (highest dose often 57 µM), inactives show top-dose activity change, negative = inhibition, usual class: inhibitors; 0.72% of 360,000 active; further: potency means the concentration at half of the fitted maximal effect; on the % scale 0 is the no-effect control and ±100 the full control effect; nearly all actives have a fitted effect of over 55% in size
#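 ATXN2-luciferase reporter cells (luciferase flanked by upstream and downstream ATXN2 gene portions) were treated 24 h at 37 °C with compounds at up to 57 uM. SteadyGlo luminescence gave expression; GF-AFC fluorescence gave viability.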
# * hit, by the source's call; i = inactive; ? = inconclusive; nt = not tested or not shown; & = joins results of further samples; [ ] = another dose, or the depositor's remark. Unless noted, the call rests on the fitted dose curve; in most records, active means well fitted curve in the direction sought with a large enough effect; inconclusive means small, poorly fitted or top-dose-only effect, or another doubt; inactive means no such curve, though single readings can be large; an effect the other way counts as inactive or inconclusive.
SMILES,Nrf2 ARE act,HepG2 viability,TGFb SMAD3 inh,IL2 activator,S2 tox,Nrf2 inh,A549 viability,EPAC2 ag,ATXN2 expr inh
O=C(CN1CCN(Cc2ccc3c(c2)OCO3)CC1)Nc1ccc2c(c1)OCCO2,-0.7%,-15%,3%,-1.3,i,3%,1%,6%,3%
O=C(CN1C(=O)C(=O)N(Cc2ccco2)C1=O)Nc1ccccc1,-0.6%,11%,-3%,0.4,i,6%,-2%,6%,0%
O=C(Nc1cccc(C(F)(F)F)c1)c1csc([C@@H]2C[C@H](O)[C@@H](CO)O2)n1,0.4%,-49%,6%,0.4,i,nt,nt,5%,-11%
CCOC(=O)c1ccc(N2CCOCC2)c(NC(=O)c2nccnc2C(=O)O)c1,-0.8%,0%,-3%,-3.5,i,6%,-1%,5%,-5%
CSc1nnc(-c2cnccn2)n1C,-0.7%,-2%,20%,-0.4,i,nt,1%,0%,-13%
Cc1ccc(C(=O)N2CCCC(C(F)(F)F)C2)cc1S(=O)(=O)N1CCOCC1 (stereo not given),-0.5%,-3%,-15%,0.6,i,14%,-4%,-8%,-11%
CC(C)(C)OC(=O)NCCCC[C@@H](C(=O)N1CCN(C(=O)OC(C)(C)C)CC1)n1cc(CCC(=O)O)nn1,0.3%,0%,?,0.8,i,10%,2%,3%,1%
COc1cccc(-n2cc(CN(C)C(=O)C3CCC(=O)N(C4CC4)C3)cn2)c1 (stereo not given),2.4%,-3%,1%,-1.9,i,nt,nt,8%,nt
Nc1nc(-c2ccccc2Br)cs1,1.8%,-24%,?,0.1,i,?,3%,2%,15%
CC1CCc2c(sc3nnn(CCCCOc4ccc(Cl)cc4)c(=O)c23)C1 (stereo not given),1.2%,2%,0%,nt,i,20%,0%,nt,10%
CCN1CCN(C(=O)Cn2c(=O)sc3ccccc32)CC1,0.2%,35%,32%[activator],-2.6,i,8%,-7%,6%,10%
Cc1ccc(NS(=O)(=O)c2ccc(NC(=O)CSc3ccc(Cl)cc3)cc2)c(C)c1,-0.2%,-19%,-20%,-1.7,?,?,-6%,-9%,-24%
O=C(O)c1ccccc1CSc1nnc2c(n1)[nH]c1ccccc12,0.0%,1%,6%,1.3,i,13%,1%,0%,2%
Cc1ccc(S(=O)(=O)NC(C)(C)C)cc1C(=O)OC(C)C(=O)NC1CC1 (stereo not given),0.0%,3%,0%,-4.6,?,-20%,0%,2%,6%
O=C(NCc1ccco1)c1ccccc1NS(=O)(=O)c1ccc(Br)s1,0.2%,-41%,?,0.2,i,?,-13%,-3%,-12%
COc1ccc(CCN2C(=O)NC(NC(=O)C(C)(C)C)(C(F)(F)F)C2=O)cc1OC (stereo not given),0.4%,16%,-4%,0.2,i,28%,5%,-2%,4%
O=c1c2ccccc2ncn1CCCCOc1ccc(Br)cc1,-0.6%,-7%,-23%,-0.7,i,6%,2%,12%,nt
Cc1ccc(OCCNC(=O)CCc2ccccc2)cc1C,14%,9%,0%,-2.6,i,10%,12%,17%,0%
C=CC1=CCN(S(=O)C(C)(C)C)[C@@H]1CCO (stereo not given in full),2.4%,-41%,-13%,0.4,i,?,5%,-8%,7%
COc1ccc(-n2ncc(C(=O)NCCc3ccsc3)c2C2CCN(C(=O)OC(C)(C)C)CC2)cc1,1.5%,-1%,0%,nt,nt,?,-17%,nt,nt
Cc1sc2ncn(CC(=O)NCC(=O)N3CCN(c4ccccc4F)CC3)c(=O)c2c1C,-0.6%,-5%,3%,-1.7,i,-11%,4%,7%,8%
CC(C)CN(C(=O)COC(=O)Cc1ccc(Cl)cc1)c1c(N)n(Cc2ccccc2)c(=O)[nH]c1=O,-0.1%,-103%,?,-4.0,?,-11%,-11%,-12%,-27%
COC(=O)C1=C(C(=O)OC)C2(OC1c1ccccc1C)C(=O)c1ccccc1C2=O (stereo not given),0.1%,8%,3%,0.6,i,23%,-4%,-1%[15.6 µM],0%
Cc1[nH]nc2c1C(=O)CCC2,0.7%,-1%,-9%,0.8,i,15%,9%,2%,11%

# Single records (already shown).
# Record of CCOC(=O)c1ccc(N2CCOCC2)c(NC(=O)c2nccnc2C(=O)O)c1 = Nrf2 ARE act = -0.8%; HepG2 viability = 0%; TGFb SMAD3 inh = -3%; IL2 activator = -3.5; S2 tox = i; Nrf2 inh = 6%; A549 viability = -1%; EPAC2 ag = 5%; ATXN2 expr inh = -5%
# Record of Cc1ccc(C(=O)N2CCCC(C(F)(F)F)C2)cc1S(=O)(=O)N1CCOCC1 (stereo not given) = Nrf2 ARE act = -0.5%; HepG2 viability = -3%; TGFb SMAD3 inh = -15%; IL2 activator = 0.6; S2 tox = i; Nrf2 inh = 14%; A549 viability = -4%; EPAC2 ag = -8%; ATXN2 expr inh = -11%

# Next part:
SMILES,Nrf2 ARE act,HepG2 viability,TGFb SMAD3 inh,IL2 activator,S2 tox,Nrf2 inh,A549 viability,EPAC2 ag,ATXN2 expr inh
CC(=O)c1cccc(NC(=O)c2ccoc2C)c1,0.2%[9.22 µM],-6%,-1%,-1.5,i,-1%,5%,1%,7%
CC1(C(=O)NCCc2c[nH]c3ccccc23)CCN1Cc1csc2ccccc12 (stereo not given),-0.5%,-20%,-12%,0.3,i,nt,nt,7%,157%[activator]
C/C(=C\C(=O)C(F)(F)F)Nc1ccc(C)cc1,3.3%,-6%,3%,-0.6,i,-5%,-1%,-3%,1%
CC(=O)c1cccc(NC(=O)COc2ccc3oc(=O)cc(C)c3c2)c1,-0.8%,-8%,2%,-0.7,i,?,0%,3%,-14%
COCCNC(=O)c1cccc(OC2CCN(Cc3cccc(SC)c3)CC2)c1,0.2%,3%,-3%,0.4,i,?,0%,-3%,-21%
Cc1cc(OCC(=O)Nc2ncn[nH]2)ccc1Cl,-1.0%&-0.5%,-10%&-2%,-4%&2%,-0.1,i,10%&16%,0%&12%,-4%,16%&17%
COc1ccc(Nc2nc(C)nc3sc4c(c23)CCC4)cc1O,6.3µM*,-3%,0%,-0.3,?,-1%,-13%,2%,-3%
O=S(=O)(N/N=C/c1ccc2c(c1)OCO2)c1ccc(Br)cc1,0.3%,1%,-7%,-3.7,i,?,0%,8%,-6%
COc1ccc(N=Nc2c(N)nn(C)c2N)cc1,4.4%,11%,0%,-0.1,?,?,-22%,4%,34%[activator]
COc1ccccc1CNC(=O)c1cn(C)c2ccc(S(=O)(=O)N3CCCC3)cc2c1=O,-0.7%,-1%,-7%,0.7,?,?,-12%,-4%,-7%
CSc1nccc(NC(=O)c2ccc(C(C)(C)C)cc2)n1,11%,-28%,-19%,0.4,i,?,-9%,1%,nt
COc1cccc(C(=O)Nc2cccc(-c3ccc(N4CCOCC4)nn3)c2)c1,2.6%,5%,-22%,-3.9,i,0%,-14%,8%,9%
CCc1nnc(NC(=O)c2ccc(-c3ccc(C(C)=O)cc3)o2)s1,2.9%,-1%,-8%,-0.3,i,-20%,0%,0%,10%
Cc1cccc(NC(=O)CN2c3ccccc3S(=O)(=O)c3ccccc32)c1C,0.1%,1%,0%,nt,i,-19%,2%,nt,-2%
Cn1cccc1C(=O)NCC1CCCCC1,-0.1%,-24%,1%,-0.6,i,12%,3%,9%,9%
Cc1cc(Cl)ccc1-n1c(CCC(=O)O)ccc1-c1cccs1,2.8%,-14%,-23%,nt,i,-11%,2%,nt,-9%
Cc1nn(C)c(C)c1NC(=O)COc1ccc(Cl)cc1Br,0.3%,-1%,-5%,-3.4,?,8.2µM*,-12%,3%,-28%
CC(=O)Oc1cccc(N2C(=O)c3ccccc3C2=O)c1,-0.5%,-2%,14%,-0.4,?,8%,-5%,-6%,12%
CC1CN(C(=S)Nc2ccccc2C(F)(F)F)CC(C)O1 (stereo not given),-0.4%,-27%,-10%,0.4,?,2%,7%,2%,5%
Cc1ccc(C2=[N+]([O-])C3(CCCCC/C3=N\O)N(O)C2(C)C)o1 (stereo not given),-0.4%,-17%,14%,-2.6,i,nt,0%,0%,-4%
COCCNC(=O)C1(C)CCCN(Cc2cccc(OC(=O)c3ccccc3)c2)C1 (stereo not given),-1.3%[9.22 µM],2%,-7%,-0.3,i,nt,nt,5%,5%
N=c1c2c3c(sc2ncn1Nc1ccccc1)CCC3,?,-26%,-28%,2.2,i,-19%,-4%,11%,nt
CCOC(=O)NC(=O)CSc1nnc(C2CC2)n1Cc1ccco1,-0.2%,4%,0%,-2.5,i,-8%,1%,-4%,2%
O=C(CSc1ncccc1-c1nc2ccccc2[nH]1)NC1CC1,5.6%,-20%,14%,-3.3,i,nt,10%,11%,18%
COc1ccc(OCC(=O)Nc2ccc3c(c2)nc(CCN2CCN(c4ccccn4)CC2)n3C)cc1,3.6%,-9%,-11%,-2.8,?,nt,nt,3%,nt
COc1ccc(C2C3C(=O)N(N(C)c4ncc(C(F)(F)F)cc4Cl)C(=O)C3ON2C)cc1 (stereo not given),-0.1%,2%,9%,-0.6,i,-1%,9%,-5%,0%
COCCN(C(=S)Nc1cccc(OC)c1)C1CCN(C(C)=O)CC1,4.1%[9.22 µM],-8%,0%,0.6,i,6%,15%,13%,7%
Cc1ccc(NC(=S)NN(C)c2cc(C)nc(C)n2)cc1,0.6%,16%,12%,0.5,?,-22%,-7%,-5%,6%
